# Source: PubChem BioAssay
# D1 antag = blocks dopamine activation of the human D1 receptor; actives 3.2% (n = 360,000); HEK293 TREx D1 cells, calcium flux, dopamine EC80; hits give low values; activity change, negative = inhibition, % at 10 µM; P21728; in the data active = activity change below about -30%; also: % is scaled to controls: 0 for no effect and ±100 for the full control effect
# Target sequence (P21728 whole entry, looked up): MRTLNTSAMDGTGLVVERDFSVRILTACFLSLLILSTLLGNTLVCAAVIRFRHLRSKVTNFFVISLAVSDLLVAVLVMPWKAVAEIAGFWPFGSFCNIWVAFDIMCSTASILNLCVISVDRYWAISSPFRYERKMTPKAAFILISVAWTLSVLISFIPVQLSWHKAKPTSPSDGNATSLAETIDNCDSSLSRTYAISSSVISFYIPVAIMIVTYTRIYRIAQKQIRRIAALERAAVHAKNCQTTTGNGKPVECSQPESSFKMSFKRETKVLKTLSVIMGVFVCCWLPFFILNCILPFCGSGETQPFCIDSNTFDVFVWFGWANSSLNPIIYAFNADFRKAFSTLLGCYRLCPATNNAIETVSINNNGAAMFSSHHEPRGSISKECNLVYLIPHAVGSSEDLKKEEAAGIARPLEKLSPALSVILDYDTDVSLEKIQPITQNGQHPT
#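 Tetracycline-induced HEK293 Trex D1 cells, force-coupled to calcium, dye-loaded; compounds added and read 180 s, then EC80 dopamine added and calcium flux tracked kinetically another 180 s.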
# D2 potentiator = positively modulates the human D2 dopamine receptor allosterically; P14416; HEK293 T-REx D2, calcium flux, EC20 dopamine potentiation; potentiation, % at 10 µM; actives 0.34% (n = 340,000); AID 485347;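 active = potentiation over 3 SD above the plate norm, cut at about 30% in these data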; also: 0% is about no effect
# Target sequence (P14416 whole entry, looked up): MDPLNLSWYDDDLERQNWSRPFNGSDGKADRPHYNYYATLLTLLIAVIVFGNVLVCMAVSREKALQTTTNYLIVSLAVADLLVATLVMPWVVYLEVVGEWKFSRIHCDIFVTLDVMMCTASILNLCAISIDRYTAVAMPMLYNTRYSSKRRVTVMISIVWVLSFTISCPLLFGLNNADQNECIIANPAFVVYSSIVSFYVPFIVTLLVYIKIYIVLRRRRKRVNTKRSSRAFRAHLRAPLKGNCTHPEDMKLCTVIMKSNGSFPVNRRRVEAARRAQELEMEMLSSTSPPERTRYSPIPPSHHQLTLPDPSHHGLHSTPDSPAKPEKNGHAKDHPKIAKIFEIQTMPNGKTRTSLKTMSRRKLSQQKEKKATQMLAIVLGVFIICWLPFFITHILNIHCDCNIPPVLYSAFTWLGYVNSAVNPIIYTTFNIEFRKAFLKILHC
#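 Calcium flux readout, no-wash dye, 1 read/s. Inducible HEK293 Trex D2 line, overnight 30 C. Compound alone 180 s (agonist flags), then EC20 dopamine, another 180 s to score potentiation.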
# D1 ag = activates the human D1 dopamine receptor; P21728; HEK293 T-REx D1 cells, calcium flux, agonist mode; activation, % at 2 µM; actives 1% (n = 360,000); AID 504660; in the data active = activation above about 30%; also: 0% is about no effect
#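 Agonism was scored from calcium flux recorded over 180 s (1 read/s) after pintool compound addition, following a 10-cycle baseline. Cells were inducible force-coupled HEK293 TREx D1, plated overnight at 30 C and loaded with no-wash calcium dye.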
# RXFP1 agonist = RXFP1 (human) receptor agonism. Potency, µM (top dose mostly 57.5 µM), without a hit: top-dose activation, most hits filed as activators. actives 0.3% (n = 370,000). HEK293T-RXFP1 cAMP TR-FRET, 30 min; response scale: percent of porcine relaxin response, buffer zero. AID 2676; also: potency is read from the fitted curve at half-maximal effect; % is scaled to controls: 0 for no effect and ±100 for the full control effect; nearly all actives have a fitted effect of over 60% in size; many of its hits are not listed in these tables
#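 Agonist response is measured as cAMP accumulation in an RXFP1-transfected HEK293T line under PDE4 inhibition. Values are scaled between buffer-only and 29 nM porcine relaxin, and EC50s come from standard Hill equation fits.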
# Vif-A3G inh = blocks the Vif interaction with human APOBEC3G; Q9HC16; HeLa A3G-eYFP + Vif (tagged APOBEC3G with the HIV-1 protein that degrades it), YFP fluorescence, overnight; Potency, µM (highest dose often 46.1 µM), for inactives: at the top dose activity, negative = active, most hits filed as inhibitors; actives 0.076% (n = 410,000); AID 602310;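 also: potency is read from the fitted curve at half-maximal effect; % is scaled to controls: 0 for no effect and ±100 for the full control effect; nearly all actives have a fitted effect of over 60% in size; hits raise eYFP signal because A3G escapes Vif-driven loss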
#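 HeLa cells stably expressing Vif and C-terminally eYFP-tagged A3G, seeded overnight at 37 deg C, then exposed to compound by pintool overnight at 37 deg C. Rise in yellow fluorescence (Ex 488/Em 500-530, Acumen) marks blocked Vif-driven A3G degradation.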
# D1 PAM = potentiators of human D1 dopamine receptor; P21728; HEK293 TREx D1 cells, calcium flux, dopamine EC20 potentiation; potentiation, % at 10 µM; actives 0.036% (n = 360,000); AID 504651; in the data active = potentiation above about 30%; also: 0% is about no effect
# RXFP1 antagonist = blocks the human relaxin receptor RXFP1 | Q9HBX9 | HEK293-RXFP1, relaxin-stimulated cAMP HTRF, 30 min; hits give low values | activity change, negative = inhibition, % at 57.5 µM | actives 0.59% (n = 350,000) | AID 1259400;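 active = activity change of -60% or lower, but not beyond a set lower limit; inconclusive = change between -60% and -40%, or beyond the set limit; inactive = change above -40%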; also: % is scaled to controls: 0 for no effect and ±100 for the full control effect
# GRP78 ERSR act = inducers of ER stress response in human glioma cells. AID 602332. actives 0.02% (n = 420,000). Potency, µM, without a hit: top-dose activation, usual class: activators. U87-MG GRP78 promoter luciferase reporter, 16 h; also: potency is read from the fitted curve at half-maximal effect; series mostly up to about 76 µM; % of control where 0% means no effect; nearly all actives have a fitted effect of over 35% in size
#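 ERSR induction read as luciferase luminescence (Bright-Glo, 10 min at room temperature) in stably transfected human U87-MG glioma cells exposed to compounds for 16 h, using GRP78 as sensor.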
# Vif-APOBEC3F blk = inhibitors of Vif-A3F interaction | HeLa A3F-eYFP + Vif (tagged APOBEC3F with the HIV-1 protein that degrades it), YFP fluorescence increase | Potency, µM (highest dose often 46.1 µM), for inactives: top-dose activity, negative = active | actives 0.2% (n = 390,000) | AID 602313; also: potency is read from the fitted curve at half-maximal effect; % of control where 0% means no effect; nearly all actives have a fitted effect of over 65% in size
#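 HeLa cells stably expressing Vif plus C-terminally eYFP-tagged A3F were seeded, incubated overnight at 37 deg C, dosed with compound, incubated overnight again at 37 deg C. Yellow fluorescence (Ex 488/Em 500-530) reported blocked Vif-mediated A3F-eYFP degradation.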
# The depositor's hits bear a star; u = inconclusive; x = not tested or not shown. Unless noted, calls follow the shape of the dose curve; as a rule, active = well fitted curve in the direction sought with a large enough effect; inconclusive = small, poorly fitted or top-dose-only effect, or another doubt; inactive = no such curve, though single readings can be large; an effect the other way counts as inactive or inconclusive. This is a subset; rates above refer to the full screens.
SMILES,D1 antag,D2 potentiator,D1 ag,RXFP1 agonist,Vif-A3G inh,D1 PAM,RXFP1 antagonist,GRP78 ERSR act,Vif-APOBEC3F blk
O=C(/C=C/c1ccc(Cl)cc1)NCCCN1CCOCC1,-7.2,-6.7,4.3,-3.3%,1.8%,-2.5,9.1,-0.8%,-20.4%
Nc1nnc(SCc2nc3scc(-c4ccccc4)c3c(=O)[nH]2)s1,1.4,-1.0,5.9,-3.3%,u,-6.5,-1.0,-1.9%,u
Cc1ccc(C)c(-c2csc(-c3c(N)c(C(=O)c4ccc5c(c4)OCO5)n4ccccc34)n2)c1,-2.8,1.1,13.5,3.8%,-14.7%,1.6,5.1,-3.4%,0.9%
O=C(Nc1cc2c3c(c1)CC(=O)N3CCC2)C1CCCCC1,20.7,-2.5,1.1,1.7%,1.7%,2.9,-5.0,-2.5%,3.0%
Cc1ccc(CCN=c2c([N+](=O)[O-])nn(-c3ccccc3)n2O)cc1,0.1,-4.4,1.2,2.1%,-7.8%,-3.6,-11.4,0.2%,-5.3%
CC(C)NC(=O)Cc1csc2nc(-c3ccccc3)cn12,6.3,-9.5,0.5,-1.9%,-1.9%,-1.8,-6.8,-2.5%,-3.5%
COc1ccc(-c2nnn(CC(=O)N3CCN(c4ccc(F)cc4)CC3)n2)cc1,-14.0,12.8,3.8,4.1%,-1.4%,-0.6,5.6,1.0%,-1.4%
O=C(NCc1ccco1)c1cc(-c2cccnc2)nc2ccc(Cl)cc12,-14.0,-3.9,0.4,0.2%,-5.4%,2.1,4.8,-3.9%,0.3%
O=C(COc1ccc(S(=O)(=O)N2CCOCC2)cc1Cl)NCc1ccc2c(c1)OCO2,x,x,x,x,1.4%,x,0.2,-2.9%,1.6%
Nc1nc(NCc2ccco2)nn1-c1ccccc1,1.6,2.0,1.1,1.1%,1.7%,-0.1,-12.5,0.0%,x
O=C(/C=C/c1ccco1)NCC(=O)N/N=C/c1ccc(Cl)cc1,22.7,2.2,6.3,1.0%,-9.3%,7.6,-1.2,-2.1%,0.8%
Cc1cc(Nc2cc(Cl)cc(Cl)c2)nc(N)n1,12.6,1.6,4.0,-1.8%,0.2%,-4.5,-14.1,-1.1%,-8.9%
C/C(N)=C(/C#N)C(=O)CSc1nc2scc(-c3ccccc3)c2c(=O)n1C,-12.5,11.7,1.2,-0.2%,-0.2%,-5.1,-6.0,-1.4%,-13.3%
Cc1nn(CC(=O)NCc2ccc(-n3cccn3)cc2)c(C)c1[N+](=O)[O-],-22.7,x,-0.4,1.6%,-7.2%,-3.0,-5.3,-0.7%,3.7%
Cn1cccc1C(=S)N1CCOCC1,-1.5,x,0.8,-0.4%,0.6%,-6.2,-7.0,-3.8%,-3.8%
CCN(CC)CCNC(=O)c1cc2c(=O)oc3ccc(C)cc3c2s1,4.5,9.6,2.3,0.1%,2.3%,-0.7,x,-1.9%,4.0%
CC(=O)Nc1ccc(Oc2ccc(NC(C)=O)c(NC(C)=O)c2)cc1,1.1,-6.1,0.4,2.8%,0.5%,-4.2,1.7,-4.1%,8.5%
Cc1ccc(C(=O)OCC2OC3OC(C)(C)OC3C2O)cc1 (stereo not given),6.5,-4.2,1.4,3.9%,0.0%,1.4,-1.7,-0.8%,-15.4%
COc1ccc(OC)c(NC(=O)CN2CCC(C(=O)c3ccc(C)cc3)CC2)c1,-1.5,-16.2,0.5,0.2%,4.5%,-8.4,-21.0,-2.8%,-12.1%
COCCNc1nc(-c2ccc(OC)cc2)c(-c2ccc(OC)cc2)s1,-13.1,5.6,3.6,-1.9%,-10.5%,-5.7,-2.7,-1.0%,-5.9%
O=c1c2c(-c3cccs3)csc2[nH]c(=S)n1-c1ccccc1,16.0,-3.7,2.3,u,-0.8%,2.5,-18.8,1.4%,2.4%
O=C(COc1ccc(Br)cc1Cl)N1CCN(c2ncccn2)CC1,5.4,12.2,1.6,1.9%,-0.2%,-2.9,1.1,-3.2%,1.0%
Cc1nonc1NC(=O)CSc1ccccn1,3.6,5.8,7.8,0.1%,1.5%,x,-12.7,-2.0%,5.9%
Cc1cccc(-c2cc3nc(C)cc(N4CC(C)CC(C)C4)n3n2)c1 (stereo not given),30.1,-2.7,-4.0,-1.0%,1.5%,5.3,-8.5,-3.1%,-8.3%
CCOC(=O)C(NC(=O)c1cccc(Cl)c1)(OCc1ccccc1)C(F)(F)F (stereo not given),-2.6,6.4,0.3,0.8%,3.0%,-2.6,-27.7,-4.1%,14.1%
Cn1c(SCCC#N)nnc1-c1ccccc1F,7.2,10.3,0.7,3.4%,2.9%,3.0,3.3,-4.0%,u
COCCCN=Cc1c(C)[nH]n(-c2ccc(Br)cc2Br)c1=O,-3.0,-0.3,4.5,1.2%,-3.0%,-1.9,5.5,-1.1%,5.0%
COCCN(C(=O)CCN1C(=O)C2CC=CCC2C1=O)c1c(N)n(CC(C)C)c(=O)[nH]c1=O (stereo not given),2.6,-10.5,2.6,2.3%,-6.1%,-5.0,12.3,-5.1%,2.2%
COc1ccc(C(CNC(=O)COc2ccccc2)N2CCOCC2)cc1 (stereo not given),-8.1,-0.7,0.1,-0.4%,0.1%,-2.5,1.4,-4.1%,8.5%
Cc1ccc(CCNS(=O)(=O)c2ccc3c(c2)CCN3C(=O)CCC(=O)O)cc1,-9.0,6.7,2.9,0.2%,3.0%,-1.3,x,-0.1%,0.5%
Cc1ccc(-n2ccnc(NCc3cccs3)c2=O)cc1C,-17.2,8.6,6.0,-0.5%,4.1%,-3.1,x,5.5%,2.4%
O=C(CC1NC(=O)NC1=O)Nc1ccc(Cl)cc1 (stereo not given),-8.9,1.5,1.6,0.6%,-3.1%,-3.4,-0.9,-1.9%,2.9%
CC1CCCC(NC(=O)C2CCCN2S(=O)(=O)c2cccc3nsnc23)C1C (stereo not given),17.4,1.1,1.6,-0.1%,4.1%,x,x,-4.5%,-7.1%
COc1ccc2[nH]c(-c3ccccc3)cc2c1,-18.8,-13.2,0.4,-0.1%,-0.4%,-4.7,-8.1,0.5%,-14.7%
CCOc1ccc(OCCOC(=O)CN(C)S(=O)(=O)c2ccc(NC(C)=O)cc2)cc1,-3.2,-1.0,10.0,0.5%,1.2%,-4.2,-22.3,-0.4%,1.6%
Cn1c(N)c(C(=O)COC(=O)/C=C/c2ccc(S(=O)(=O)N3CCOCC3)cc2)c(=O)n(C)c1=O,-15.0,-0.5,6.2,-3.2%,1.9%,0.7,17.9,-6.1%,1.9%
O=C(NCC(c1ccco1)N1CCc2ccccc2C1)C(=O)Nc1ccccc1 (stereo not given),-23.0,-5.4,3.0,-0.2%,-0.3%,3.0,-13.0,-4.2%,-13.5%
COC(=O)/C=C/COc1ccccc1[N+](=O)[O-],11.6,-0.9,2.9,0.0%,-14.9%,-4.2,-4.7,1.7%,-19.5%
COC(=O)c1c(NC(=O)C2=COCCO2)sc(C)c1C,3.5,-8.2,0.2,3.4%,-20.3%,-9.8,u,7.1%,-34.0%
CCn1c(=NC(=O)CSCC(=O)Nc2nccs2)sc2ccccc21,-14.0,3.0,-2.5,2.2%,0.1%,4.3,-3.4,-4.0%,2.2%
Cc1cccc(N2CCN(C(=O)c3ccc4c(c3)CCN4S(=O)(=O)c3ccccc3)CC2)c1C,-15.6,3.1,3.9,-1.6%,2.2%,-3.5,-7.1,-2.3%,2.0%
O=C(NCCCC1CCCC1)C1CCC(=O)N(Cc2cccc(C(F)(F)F)c2)C1 (stereo not given),1.0,-5.0,-1.3,1.5%,0.0%,-2.0,-10.1,-3.7%,5.4%
CN1CCN(CC(=O)Nc2ccc(OC(F)(F)F)cc2)CC1,11.1,7.4,-0.3,-5.0%,1.7%,8.9,-11.9,-1.8%,-4.5%
CN(C)S(=O)(=O)c1cccc(NC(=S)N/N=C/c2ccco2)c1,-11.1,8.4,-0.5,1.3%,-3.8%,0.1,-11.1,0.5%,7.8%
CC1CCC(NC(=O)CN2C(=O)C3CC=CCC3C2=O)CC1 (stereo not given),15.0,3.2,1.7,-2.9%,2.6%,-4.7,-3.5,-0.2%,0.0%
C/C(CS(=O)(=O)c1ccc(Cl)cc1)=N/NC(N)=S,8.8,-6.7,3.9,-1.1%,1.3%,-4.4,-7.8,-3.8%,-10.3%
CCCn1cnc2c(=S)nc(N)[nH]c21,-0.8,x,2.5,3.5%,-2.3%,2.0,-4.2,-6.5%,2.0%
Cc1ccc(CCNC(=O)C2CCN(S(=O)(=O)c3ccc4c(ccn4C)c3)CC2)cc1,-10.4,6.3,9.2,4.4%,-0.5%,-2.0,-14.1,-1.6%,1.6%
COc1ccc(N2CC(C)Cn3c2nc2c3c(=O)n(CCN3CCOCC3)c(=O)n2C)cc1 (stereo not given),-7.5,-4.5,0.0,3.3%,4.2%,0.1,-31.6,-5.1%,3.0%
CCn1nc(C(=O)OCC(=O)NC(C)C)c2ccccc2c1=O,14.3,7.7,0.2,10.7%,-0.1%,-0.4,-18.8,-2.2%,8.5%
CCc1ccc(C(=O)Cn2ccsc2=N)cc1,4.7,-0.3,2.4,3.9%,3.1%,-7.8,-19.4,-6.8%,-1.8%
Cc1cc2cc(CNC(=O)c3ccc4c(c3)OCO4)ccc2[nH]1,-4.6,-6.3,3.2,2.1%,-0.1%,1.9,3.3,3.1%,-0.2%
Cc1ccccc1NC(=O)Cn1nc(C(=O)O)c2ccccc2c1=O,-11.9,12.5,1.8,4.9%,2.3%,-6.0,15.2,-2.5%,4.8%

# Looked up above.
# Result of CCc1ccc(C(=O)Cn2ccsc2=N)cc1 under RXFP1 antagonist: -19.4
# Result of COc1ccc(OC)c(NC(=O)CN2CCC(C(=O)c3ccc(C)cc3)CC2)c1 under D2 potentiator: -16.2
# Result of O=C(NCC(c1ccco1)N1CCc2ccccc2C1)C(=O)Nc1ccccc1 (stereo not given) under Vif-A3G inh: -0.3%
